Screening data (PubChem BioAssay)
PI4K2A inh: PI4K2A (human) kinase inhibition. Q9BTU6. purified PI4K2A, ADP-Glo luminescence, 1 h; hits give low values. activity change, negative = inhibition, % at 76.9 µM. 420,000 tested, 0.13% active; in the data active = activity change below about -50%;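 also: -100% = wells without enzyme as full effect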
Target sequence (Q9BTU6 whole entry, looked up): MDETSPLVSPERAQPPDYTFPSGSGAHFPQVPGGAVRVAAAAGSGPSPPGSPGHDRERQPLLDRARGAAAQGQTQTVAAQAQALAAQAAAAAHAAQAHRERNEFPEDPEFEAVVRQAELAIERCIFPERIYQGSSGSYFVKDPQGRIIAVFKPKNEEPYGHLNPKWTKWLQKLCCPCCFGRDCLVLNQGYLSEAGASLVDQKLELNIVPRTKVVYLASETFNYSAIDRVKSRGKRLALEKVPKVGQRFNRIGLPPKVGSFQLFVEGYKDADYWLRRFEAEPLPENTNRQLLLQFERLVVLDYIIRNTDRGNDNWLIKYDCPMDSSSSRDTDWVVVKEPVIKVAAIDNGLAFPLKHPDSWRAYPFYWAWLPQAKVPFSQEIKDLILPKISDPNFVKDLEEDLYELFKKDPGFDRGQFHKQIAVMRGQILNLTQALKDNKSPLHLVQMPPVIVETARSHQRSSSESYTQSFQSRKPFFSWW
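ADP-Glo luminescence measured ADP generated by PI4K2A enzyme (4 ug/mL before mixing) with 1.2 mM PI substrate (pre-mix) and 300 microM ATP (pre-mix). Tris pH7.5 buffer with MgCl2, Triton X-100; 1 h reaction at ambient temperature.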
* = called active by the depositor.

SMILES	PI4K2A inh
COc1ccc(C)cc1NC(=O)CSc1nnc(-c2n[nH]c3c2CCC3)n1N	-1.6
COc1ccc2c(c1)NC(=O)[C@@]2(CCN1C(=O)c2ccccc2C1=O)c1[nH]c2ccccc2c1CCN1C(=O)c2ccccc2C1=O	7.8
O=C1C(NC(=O)C(F)(F)Br)CCCCN1Cc1cccc(C(F)(F)F)c1 (stereo not drawn)	-4.2
CCCCNC(=O)O[C@H]1CC[C@@]23CCCN2C(=O)CCC[C@H]3C1	2.1
Cc1ccc(-c2cc(C(=O)NN=Cc3cccc(OCc4ccccc4)c3)[nH]n2)cc1C	3.8
O=C1C(=O)N(Cc2ccc(-c3ccc(Cl)nc3)cc2)c2ccc(OC(F)(F)F)cc21	2.0
CN(C)c1cccc(-c2cnc(N3CCC(C(N)=O)CC3)nc2)c1	-1.2
Cc1ccccc1CN1CCCCC(NC(=O)C2CCCCC2)C1=O (stereo not drawn)	4.1
O=C(CSc1nnc(-c2ccc(Cl)cc2)n1Cc1ccco1)Nc1ccc(S(=O)(=O)Nc2nccs2)cc1	-13.2
C[C@H]1[C@@H](OC(=O)Nc2ccc(Cl)cc2)CC[C@@]23CCCN2C(=O)CCC[C@@H]13	-3.5
C/C(=N/NC(=O)c1ccoc1C)c1cccs1	-9.9
COc1ccc(C(=O)N2CCC(Oc3cccnc3)CC2)c(OC)c1	-0.8
COc1cc2c(cc1NC(=O)CSc1nnc(-c3cccnc3)n1-c1ccc(Br)cc1)oc1ccccc12	3.3
C[C@@H]1CCCN1c1cccc2c1S(=O)(=O)N1CC[C@@H](C1)O2	1.4
CCCC[C@H]1C2CC(OC(=O)Nc3ccc(Cl)cc3)C(C2)[C@H]2CCCCN21 (stereo partly drawn)	4.7
COc1cccc2cc3c(nc12)C[C@@H]1CCCC(=O)N2CCC[C@@]12C3	-2.6
Cc1nn(CCC(=O)NNC(=O)Nc2ccccc2F)c(C)c1[N+](=O)[O-]	-4.5
COC(=O)[C@@]12CCCCC3=C1N(CCC3)C(=O)[C@H]2CC(=O)N1CCN(C(=O)c2ccco2)CC1	-23.0
CC(=O)OC12CCCN(C1)/C(=C/c1cccnc1)C2 (stereo not drawn)	2.8
CCOc1ccc(CCNC(=O)c2cc3sccc3n2Cc2ccccc2)cc1OCC	1.1
COC(=O)[C@]12C[C@H](CC(=O)N3CCCCC3)C(=O)N(Cc3ccccc3)C1=C[C@H](COCc1ccccc1)O[C@@H]2C	3.5
O=C(NCC(c1ccccc1)c1ccccc1)[C@H](Cc1ccccc1)NC1(C(=O)NC2CCCCC2)CCC1	-3.1
CCCCNC(=O)C[C@H]1C[C@@]2(C(=O)OC)C(=C[C@H](COCc3ccccc3)O[C@@H]2C)N(Cc2ccc(Cl)cc2Cl)C1=O	-1.0
O=C(NCc1ccccc1)O[C@H]1CC[C@@]23CCCN2C(=O)CCC[C@H]3C1	-3.3
COc1ccc([C@H]2OC(=O)C[C@@H]2C(=O)N2CCN(c3ccccc3F)CC2)cc1OC	4.6
CCCC1CCC2(CCCN2CCOC(=O)NCc2ccccc2)CC1 (stereo not drawn)	-0.2
CCOC(=O)[C@@]12CCCC3=C1N(CCC3)C(=O)[C@H]2CC(=O)NCc1ccc(C)o1	-4.3
O=C(NCc1ccc(C(=O)N2CCCC2)cc1)c1cccc(Br)c1	-1.0
CC(Cl)C(=O)N1CCC(C(=O)NC2CCCc3ccccc32)CC1 (stereo not drawn)	1.5
CCCCCCn1c(-c2ccc(Cl)cc2Cl)csc1=Nc1ccccc1	-2.4
CC(C)C[C@H]1COc2cc(Br)ccc2S(=O)(=O)N1Cc1cn(Cc2ccco2)nn1	1.2
C[C@@H]1CCCN1c1ccc2c(c1)O[C@H]1CCN(C1)S2(=O)=O	-1.5
Nn1c(SCC(=O)N2CCOCC2)nnc1-c1cc(-c2ccc(F)cc2)n[nH]1	-1.9
CC(=O)N1CCc2cc(S(=O)(=O)NC3CCN(C(=O)OCc4ccccc4)CC3)ccc21	-3.9
CCOC(=O)[C@]12CCCC=C1N(Cc1ccc(OC)cc1)C(=O)[C@@H]2CC(=O)N1CCCCC1	-0.1
COC(=O)c1ccc(S(=O)(=O)N2CCC(NC(=O)Cc3cccc(C)c3)CC2)cc1	3.8
CCOC(=O)C1CCN(C(=O)C(C)(C)NC(=O)Nc2ccc(OC)c(Cl)c2)CC1	4.0
CC(=O)c1cc(-c2ccc(-c3cc(C(=O)O)c4ccccc4n3)cc2)c(=O)n2c1CCC2	2.0
O=C(C1CCCN1S(=O)(=O)c1ccc(F)cc1)N1CCc2ccccc2C1 (stereo not drawn)	1.0
CN(Cc1ccco1)S(=O)(=O)c1ccc2c(c1)CCN2C(=O)CC(C)(C)C	-5.1
S=c1[nH]nc(-c2cc(-c3ccccc3)n[nH]2)n1N=Cc1cccc(OCc2ccccc2)c1	-4.2
CCC[C@H]1[C@@H](OC(=O)N2CCOCC2)CC[C@@]23CCCN2C(=O)CCC[C@@H]13	-5.7
O=C(c1cccc(Cl)c1)N1CCN(c2ccnc3cc(Cl)ccc23)CC1	0.6
Cc1cc(C)cc(NC(=O)OC2CC3CC2[C@H]2CCCCN2[C@H]3C)c1 (stereo partly drawn)	-10.0
Cc1ccc2nc(-c3ccc(NC(=O)CSc4nnc(Cc5cccs5)n4C)cc3)sc2c1	-7.6
Cc1sc2nc(SCC(=O)c3ccc(O)c(O)c3)n(C)c(=O)c2c1C	-15.9
CCC(C)NC(=O)CN1C(=O)C2CCCCN2C(=O)c2ccccc21 (stereo not drawn)	-2.8
CC(=O)CC[C@@H]1CC[C@]2(CCCN(C(=O)c3ccco3)C2)O1	4.6
Fc1ccc(-c2cc(-c3nnc4sc(-c5cccs5)nn34)[nH]n2)cc1	3.5
O=C(OCc1cn(Cc2cccc(F)c2)nn1)N1CCOCC1	-0.7
CC(=O)N1CCc2cc(S(=O)(=O)NCCC(=O)N(C)Cc3ccccc3F)ccc21	2.4
O=C(CSc1nnc(-c2cccc(Cl)c2)n1Cc1ccco1)Nc1ccc(OCc2ccccc2)cc1	-5.7
Cc1ccc(-n2c(SCC(=O)Nc3ccc(S(=O)(=O)Nc4nccs4)cc3)nnc2-c2cccnc2)cc1	-3.7
O=C(CN1C(=O)CCSc2ccccc21)Nc1ccc(F)cc1F	1.0
COc1ccc(-n2c(COc3ccc(Cl)cc3)nnc2SCC(=O)Nc2ccc(Oc3ccccc3)cc2)cc1	7.7
Cc1ccc(-c2nc(C3CCCN(S(=O)(=O)c4ccccc4)C3)no2)cc1 (stereo not drawn)	4.8
O=C(NCCCN1CCN(c2ccc(F)cc2)CC1)NCc1ccccc1	-4.4
O=C1N2Cc3ccccc3C2CS(=O)(=O)N1C1CCCC1 (stereo not drawn)	-4.1
O=C(c1ccc(F)cc1)n1ccc2ccc(-c3ccc4ccn(Cc5ccccc5)c4c3)cc21	2.2
CC(C)(C)c1ccc(-c2nnc(SCC(=O)Nc3ccc(S(=O)(=O)Nc4nccs4)cc3)n2Cc2ccco2)cc1	-56.3*

7 compounds out of the list above, sorted by the value under PI4K2A inh, descending:
SMILES	PI4K2A inh
COc1ccc(-n2c(COc3ccc(Cl)cc3)nnc2SCC(=O)Nc2ccc(Oc3ccccc3)cc2)cc1	7.7
COc1ccc([C@H]2OC(=O)C[C@@H]2C(=O)N2CCN(c3ccccc3F)CC2)cc1OC	4.6
O=C(OCc1cn(Cc2cccc(F)c2)nn1)N1CCOCC1	-0.7
O=C(NCc1ccc(C(=O)N2CCCC2)cc1)c1cccc(Br)c1	-1.0
Cc1ccc(-n2c(SCC(=O)Nc3ccc(S(=O)(=O)Nc4nccs4)cc3)nnc2-c2cccnc2)cc1	-3.7
CN(Cc1ccco1)S(=O)(=O)c1ccc2c(c1)CCN2C(=O)CC(C)(C)C	-5.1
C/C(=N/NC(=O)c1ccoc1C)c1cccs1	-9.9

Gathered by group, the entries above with a CF3 group.
SMILES	PI4K2A inh
O=C1C(NC(=O)C(F)(F)Br)CCCCN1Cc1cccc(C(F)(F)F)c1 (stereo not drawn)	-4.2
O=C1C(=O)N(Cc2ccc(-c3ccc(Cl)nc3)cc2)c2ccc(OC(F)(F)F)cc21	2.0

(continued)
SMILES	PI4K2A inh
COC(=O)[C@]12C[C@H](CC(=O)NCc3cccs3)C(=O)N(Cc3ccco3)C1=C[C@H](C(C)(C)C)O[C@@H]2C	-5.2
COC(=O)[C@H](C)NC(=O)[C@H](CC(C)C)NC(=O)OC(C)(C)C	-1.2
Cc1cccc(C)c1OCc1cccc(C2Nc3ccccc3C(=O)N2Cc2ccco2)c1 (stereo not drawn)	5.6
N#CCC[C@H]1CC[C@]2(CCCN(C(=O)c3ccco3)C2)O1	-3.8
O=C(N1CCOCC1)N1CC[C@H]2[C@H](CCCN2Cc2ccc(F)cc2)C1	-1.9
CC(C)CNC(=O)OCc1cn(Cc2ccc(F)c(F)c2)nn1	-3.6
CCOC(=O)[C@@]12CCCC3=C1N(CCC3)C(=O)[C@H]2CC(=O)NCCc1ccccc1OC	-1.7
COC(=O)C(C[N+](=O)[O-])C1=C(O)CC(C)(C)CC1=O (stereo not drawn)	-5.7
COC(=O)[C@]12C[C@H](CC(=O)N3CCCC3)C(=O)N(CCC3=CCCCC3)C1=C[C@H](C1CCCC1)O[C@@H]2C	1.0
CC(=O)Nc1ccc(/C=N\NC(=O)c2cccc(S(=O)(=O)N(C)C)c2)cc1	2.9
CCCNC(=O)N1CC[C@H]2[C@@H]1c1cc(-c3ccc(F)cc3)ccc1N(C)[C@H]2CO	-6.7
COC(=O)[C@]12CCCCC=C1N(Cc1ccc(OC)cc1)C(=O)[C@@H]2CC(=O)NCc1cccc(C(F)(F)F)c1	3.0
CCOC(=O)C1(Cc2ccccc2)CCN(Cc2ccnc3ccccc23)CC1	-1.1
CCOC(=O)[C@@H](CCc1ccccc1)N[C@@H](C)C(=O)N1CCC[C@H]1C(=O)O	-3.8
CCC[C@H]1[C@@H](OC(=O)NCc2ccc(OC)cc2)CC[C@@]23CCCN2C(=O)CCC[C@@H]13	-1.5
CCOC(=O)[C@@]12CCCC=C1N(CCc1ccc(Cl)cc1)C(=O)[C@H]2CC(=O)N1CCCC1	-16.5
COc1cccc(N2CCN(C(=O)CCn3nnc4ccccc43)CC2)c1	3.3
COc1cccc(N2CCN(C(=O)COc3cc(=O)n(C)c4ccccc34)CC2)c1	-4.6
O=C(Nc1cccc(F)c1)OC1CC2CC1[C@H]1CCCCN1[C@H]2Cc1ccccc1 (stereo partly drawn)	0.6
COc1ccc2c(c1)[C@@]1(NCCc3c1[nH]c1ccc(OC)cc31)C(=O)N2C	-0.4
Cc1cc(C)cc(-c2c(C(=O)c3ccc(Br)cc3)[nH]c(N)c2C(=O)NCc2ccc(Cl)cc2)c1	1.5
CCOC(=O)Cc1nc(N2CCN(CCO)CC2)c2c(C)c(C(=O)OCC)sc2n1	1.9
CCCC[C@@H]1C(=O)N2N=C(c3ccccc3)c3ccccc3[C@H]2N2N=C(c3ccccc3)c3ccccc3[C@@H]12	-2.8
CC(=O)NC(Cc1ccc2c(c1)OCO2)C(=O)N1CCCC1 (stereo not drawn)	-2.1
CC(C)[C@H]1COc2c3ccccc3nn21	-6.2
Cc1ccc(C(=O)C2CCN(CC(=O)NC(C)C)CC2)cc1	-7.5
Cc1nc2ccc(NC(=O)c3ccc(F)cc3F)cc2c(=O)[nH]1	-11.6
COc1cccc(-c2nnc(SCC(=O)Nc3ccc(OCc4ccccc4)cc3)n2Cc2ccco2)c1	10.2
Cc1ccc(NC(=O)Nc2ccc3c(c2)[C@]2(CC(=O)N(CC(C)C)C2c2ccccc2)C(=O)N3C)cc1Cl (stereo partly drawn)	-5.8
CCC[C@@H](/C=C/C(=O)OC(C)(C)C)Sc1ccccc1OC	2.0
CCCC1CCC2(CC1)CCC2OC(=S)NCc1ccc(Cl)cc1 (stereo not drawn)	0.0
Cc1ccc2c(c1)C1CS(=O)(=O)N(CCc3ccccc3)CN1C2 (stereo not drawn)	1.5
CC(C)=CCC/C(C)=C/CNCC(=O)N1c2ccccc2[C@]2(C)C[C@@H]3C(=O)N(C/C=C(\C)CCC=C(C)C)CC(=O)N3[C@H]12	2.1
CC1(c2nnnn2Cc2ccccc2)CSCC(=O)N1Cc1cccs1 (stereo not drawn)	-3.5
Cc1ccc(-n2c(SCc3c(Cl)cccc3Cl)nnc2-c2ccco2)cc1	-2.9
COc1ccc(Cn2cc(CN3[C@@H](CC(C)C)COc4cccc(F)c4S3(=O)=O)nn2)cc1	2.1
COc1ccc(CNS(=O)(=O)CC2NCc3cc(OC)ccc32)cc1 (stereo not drawn)	-4.0
CC1(C)CC(=O)C=C(Nc2ccccc2NC(=O)c2cccc(F)c2F)C1	4.0
COc1ccc(Oc2c(Cl)cnn(-c3cc(C)cc(C)c3)c2=O)cc1	2.8
Cc1ccc(CN2CCCCC(NC(=O)c3ccc(Br)cc3)C2=O)cc1 (stereo not drawn)	-4.1
Cc1ccc(CN[C@@H]2CC[C@@]34CCCN3C(=O)CCC[C@H]4C2)cc1	-1.1
CCCCCCNC(=O)c1c(N)[nH]c(C(=O)c2ccccc2)c1-c1ccc(O)cc1	-11.8
O=C(NCCc1c[nH]c2ccccc12)c1ccc2c(c1)ncn2C1CCCCC1	-2.8
Cc1cc(C(=O)O)c(C)o1	-1.2
C[C@H]1C(=O)N2[C@@H](C[C@]3(c4c[nH]c5ccccc45)c4ccccc4N(S(=O)(=O)c4ccccc4)[C@H]23)C(=O)N1C	4.6
CCOC(=O)[C@]12CCCC=C1N(CCCOC)C(=O)[C@@H]2CC(=O)NCc1cccc2ccccc12	2.6
COC(=O)[C@]12C[C@H](CC(=O)NCc3cccs3)C(=O)N(Cc3ccco3)C1=C[C@H](COCc1ccccc1)O[C@@H]2C	-1.6
CCOC(=O)CC[C@@H]1CC[C@]2(CCCN(C(=O)C3CCCCC3)C2)O1	-1.2
COc1ccc(-c2nnn3c2Cn2c4ccccc4c(=O)n2[C@@H](C)C3)cc1	-1.6
O=C(OCCCN1CCC2(CCCCC2)C1=O)c1ccccc1	13.5
CCOc1ccc(CCNC(=O)c2ccccn2)cc1OCC	-2.3

Only part of the results is shown; the hit share may differ from the screen's.
